Diaph act CS: compounds boosting diaphorase resazurin reduction – biochemical, uHTS, resorufin fluorescence, counter-screen for diaphorase-coupled primary assays, primary screen. Diaphorase/resazurin coupled assay, 16 min; stronger effect = higher value; 1 = vehicle wells, 0 = NADH-free wells. activation factor at 20 µM. 190,000 compounds, 0.005% hits. AID 1229, 2008;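 active means diaphorase activity raised at least twofold by the compound at 20 µM; inactive means activation factor below 2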
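Material: purified diaphorase enzyme from Clostridium kluyveri; Also added: 0.114 mM NADH and 0.1 mM resazurin, final amounts; Doses: single compound dose of 20 µM, 1% DMSO final; Times: 16 min enzyme reaction, ambient temperature; Detection: resorufin fluorescence, excitation 544 nm, emission 590 nm; Measure: increased resorufin signal from activators or reducing compounds.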
TNAP inh hiacc: human TNAP enzyme inhibitors, primary screen, biochemical, luminescent, high phosphate acceptor level, uHTS. purified TNAP, CDP-star luminescence, 1 M DEA. inhibition, % at 20 µM. 200,000 compounds, 0.03% hits;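 active means over 50% inhibition of tissue-nonspecific alkaline phosphatase at 20 µM in the single-dose screen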;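 further: plate controls were DMSO wells for no effect and EDTA-quenched wells as full inhibition for full effect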
TNAP act hiacc: TNAP activators at high phosphate acceptor level, primary screen, biochemical, luminescence, uHTS | purified TNAP, CDP-star luminescence, 1 M DEA, 30 min; stronger effect = higher value; 0 = EDTA background, 1 = DMSO-only activity | activation factor at 20 µM | 200,000 tested, under 10 active | AID 1136, 2008;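 active means activation factor at least 2 at 20 µM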
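Control set: EDTA negative control, DMSO positive control / Assay system: human TNAP / Quantity: TNAP 1/800 final / Evaluation: TNAP activation factor scaled between EDTA and DMSO control wells / Measured by: luminescent substrate turnover signal / Compound dosing: one dose, 20 µM / Times: 30 min enzyme reaction at room temperature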
Lmaj promast: Leishmania major promastigote growth inhibition, primary screen; Leishmania major promastigotes, resazurin fluorescence viability; inhibition, % at 10 µM; 200,000 compounds, 9% hits; AID 1063, 2008; in the data active means inhibition above about 50%;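 further: promastigotes grown with compound for 44 hours at 28 °C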
TNAP inh noacc: human TNAP enzyme inhibitors, primary screen, biochemical, luminescent, no phosphate acceptor, uHTS. purified TNAP, CDP-star luminescence, 30 min. inhibition, % at 20 µM. 200,000 compounds, 0.26% hits;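 active means tissue-nonspecific alkaline phosphatase inhibition above about 50% at 20 µM in the single-dose screen, limit read from the data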;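 further: 0% = DMSO negative control and 100% = EDTA positive control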
PMI act: activators of human PMI, primary screen, biochemical, fluorescence intensity, near-Km mannose 6-phosphate | purified human PMI, coupled resazurin fluorescence, 20 min; stronger effect = higher value; 1 = vehicle control, 0 substrate-free wells | activation factor at 20 µM | Mannose-6-phosphate isomerase (Homo sapiens), P34949 | 190,000 compounds, 0.005% hits;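 active means activation factor of 2 or more at 20 µM, relative to plate controls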
Target sequence (P34949 whole entry, looked up): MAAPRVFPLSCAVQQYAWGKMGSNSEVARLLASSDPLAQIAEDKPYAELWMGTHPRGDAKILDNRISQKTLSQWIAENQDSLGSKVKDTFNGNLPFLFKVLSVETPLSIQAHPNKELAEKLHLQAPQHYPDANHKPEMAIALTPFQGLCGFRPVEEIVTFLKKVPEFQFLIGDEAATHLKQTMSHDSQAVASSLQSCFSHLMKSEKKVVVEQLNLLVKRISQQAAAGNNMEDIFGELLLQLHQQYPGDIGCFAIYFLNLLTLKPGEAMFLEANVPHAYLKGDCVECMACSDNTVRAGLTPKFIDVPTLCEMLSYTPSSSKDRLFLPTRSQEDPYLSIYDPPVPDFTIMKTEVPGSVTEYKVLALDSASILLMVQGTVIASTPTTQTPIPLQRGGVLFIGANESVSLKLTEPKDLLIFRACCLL
PMI act satM6P: human PMI activators, high substrate, primary screen, biochemical, fluorescence intensity, near-saturating mannose 6-phosphate. coupled PMI enzyme assay, resazurin fluorescence, 20 min; stronger effect = higher value; 1 = untreated enzyme, 0 = substrate-free blank. AID 1216, 2008. Mannose-6-phosphate isomerase (Homo sapiens), P34949. 190,000 compounds, 0.34% hits. activation factor at 20 µM;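 active means activation factor of 2 or more at 20 µM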
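Material: human phosphomannose isomerase with PGI, G6PDH, diaphorase coupling enzymes; amount: PMI at 15 ng/mL final; also added: Mannose-6-phosphate 1.0 mM (near-saturating) plus 0.22 mM NADP+; incubation: enzyme reaction with compound 20 min at room temperature; signal: resorufin fluorescence (Ex 544/Em 590 nm) from resazurin via diaphorase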
bIAP inhibitor: bovine intestinal alkaline phosphatase inhibitors, primary screen, selectivity assay for TNAP inhibitor project, biochemical, bovine IAP, CDP-star luminescence; alkaline phosphatase, intestinal [Bos taurus]; purified bovine IAP, 30 min; inhibition, % at 20 µM; 190,000 tested, under 10 active;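 active means over 50% inhibition of intestinal alkaline phosphatase at 20 µM in the single-dose screen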
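System: Purified bovine intestinal alkaline phosphatase (IAP) enzyme | Input: IAP diluted 1/65,000,000 in the well | Also added: CDP-star chemiluminescent phosphatase substrate, 30 µM final | Dosing: 20 µM single dose | Times: Enzyme reaction for 30 min at room temperature | Detection: Luminescence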
Diaph inh CS: diaphorase inhibitors and chemical oxidizers, primary screen, counter-screen for diaphorase-coupled primary assays, biochemical, uHTS, resorufin fluorescence. diaphorase resazurin-to-resorufin fluorescence, NADH, 16 min; bacterial (C. kluyveri) enzyme, not human. inhibition, % at 20 µM. 190,000 compounds, 0.69% hits. AID 1217, 2008;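 active means primary screen inhibition at 20 µM above a set limit, cut at about 50% in these data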;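 further: plate controls were DMSO with full reaction for no effect and wells lacking NADH for full effect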
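Assay system – diaphorase enzyme from Clostridium kluyveri · Amount – diaphorase 0.14 U/mL (working solution) · Times – reaction incubation of 16 min at room temperature · Controls – No-NADH positive control and DMSO neutral control · Signal – resorufin fluorescence 544/590 nm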
bIAP act: bovine intestinal alkaline phosphatase activators, primary screen, biochemical, bovine IAP, CDP-star luminescence. alkaline phosphatase, intestinal [Bos taurus]. purified bovine IAP, 30 min; stronger effect = higher value; fold of DMSO-control signal, blank-subtracted. activation factor at 20 µM. 200,000 compounds, 0.17% hits. AID 1016, 2008;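 active means activation factor of 2 or more at 20 µM, a signal rise over negative controls twice the positive control's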
* hit, by the source's call. An unsorted share of the library; overall some 10% were active at least once.

Abbreviations: A = Diaph act CS; B = TNAP inh hiacc; C = TNAP act hiacc; D = Lmaj promast; E = TNAP inh noacc; F = PMI act; G = PMI act satM6P; H = bIAP inhibitor; I = Diaph inh CS; J = bIAP act
> CNC(=O)c1[nH]cnc1C(=O)Nc1ccccc1C
  A: 0.9; B: -4; C: 1; D: 4; E: -6; F: 0.9; G: 0.9; H: -51; I: 15; J: 1.5
> Cc1cc(OCCN2CCCCCC2)ccc1[N+](=O)[O-]
  A: 0.8; B: -3; C: 1; D: 92*; E: -11; F: 1; G: 1; H: -6; I: 19; J: 1.1
> C/C(=N/Nc1ccc([N+](=O)[O-])cc1)c1ccc(C)cc1C
  A: 0.8; B: 16; C: 0.8; D: 5; E: -4; F: 0.9; G: 0.9; H: 15; I: 23; J: 0.8
> CCCC(=O)OCC(=O)NC1CCCc2ccccc21 (stereo unspecified)
  A: 1; B: -2; C: 1; D: -7; E: -15; F: 1.2; G: 1.1; H: 24; I: 3; J: 0.8
> COc1ccc(C(CC(=O)O)NC(=O)Cc2ccccc2)cc1OC (stereo unspecified)
  A: 1; B: 3; C: 1; D: -7; E: -4; F: 1.1; G: 1.1; H: 12; I: 4; J: 0.9
> COc1ccc2[nH]c3c(=O)n(N)c(C)nc3c2c1
  A: 0.9; B: 2; C: 1; D: 0; E: 11; F: 0.9; G: 0.9; H: -8; I: 6; J: 1.1
> O=C(O)CN(Cc1ccccc1)S(=O)(=O)c1ccc2c(c1)OCCO2
  A: 1; B: -4; C: 1; D: -9; E: -4; F: 1; G: 0.9; H: 1; I: -1; J: 1
> Cc1cc(C)n(CC(=O)Nc2cccc(C(F)(F)F)c2)n1
  A: 1; B: 0; C: 1; D: 7; E: -8; F: 1.1; G: 1.1; H: 12; I: 3; J: 0.9
> C=CCn1c(=O)c2ccccc2n2c(Sc3nnnn3-c3ccccc3)nnc12
  A: 0.9; B: -5; C: 1; D: 56*; E: -14; F: 1; G: 1; H: 8; I: 14; J: 0.9
> CC(=O)c1c(C)[nH]c(C(=O)OCc2c(F)cccc2Cl)c1C
  A: 0.9; B: -8; C: 1.1; D: 2; E: -11; F: 1; G: 1; H: 2; I: 11; J: 1
> O=C(CO/N=C/c1cccc([N+](=O)[O-])c1)Nc1ccc2ccccc2c1
  A: 0.8; B: -4; C: 1; D: -4; E: -5; F: 0.9; G: 0.9; H: 29; I: 18; J: 0.7
> CC(C)CN1CCC(CNC(=O)CCc2nnc(Cc3c[nH]c4ccccc34)o2)CC1
  A: 1.1; B: -4; C: 1; D: 2; E: -6; F: 1.1; G: 1; H: 0; I: -8; J: 1
> COc1ccc(NS(=O)(=O)c2cc(NC(=O)c3cnccn3)ccc2OC)cc1Br
  A: 0.8; B: -5; C: 1.1; D: 95*; E: -4; F: 0.9; G: 0.8; H: 9; I: 22; J: 0.9
> O=C(NCc1ccc(N2CCCC2=O)cc1)Nc1cccc2ccccc12
  A: 1; B: -1; C: 1; D: -5; E: -9; F: 1; G: 1; H: -7; I: 0; J: 1.1
> O=C(Nc1cnn(Cc2ccc(Cl)cc2)c1)C1CCCC1
  A: 0.8; B: -3; C: 1; D: 26; E: -6; F: 0.8; G: 0.9; H: 11; I: 19; J: 0.9
> O=C(Nc1ccc(SC(F)(F)F)cc1)c1ccccn1
  A: 0.9; B: -3; C: 1; D: -2; E: -10; F: 0.9; G: 0.9; H: 2; I: 15; J: 1
> O=c1[nH]c(/C=C\c2cccs2)nc(O)c1[N+](=O)[O-]
  A: 0.9; B: 4; C: 1; D: -9; E: 7; F: 1.2; G: 1.1; H: -22; I: 7; J: 1.2
> O=C(/C=C/c1cccs1)NC1CCS(=O)(=O)C1 (stereo unspecified)
  A: 0.7; B: -6; C: 1.1; D: -8; E: -12; F: 0.8; G: 0.5; H: 4; I: 26; J: 1
> CCOC(=O)c1c(C)[nH]c(C(=O)OCCOc2ccccc2C)c1C
  A: 0.9; B: -3; C: 1; D: -2; E: -8; F: 0.8; G: 0.9; H: 14; I: 13; J: 0.9
> Cc1ccc(S(=O)(=O)NCCC(=O)N2CCN(Cc3ccccc3)CC2)cc1
  A: 0.9; B: 0; C: 1; D: -8; E: -5; F: 0.9; G: 0.9; H: -9; I: 5; J: 1.1
> COCc1cc(C)nc(N2CCN(c3ccccc3)CC2)c1C#N
  A: 1; B: 1; C: 1; D: 16; E: -4; F: 0.9; G: 0.9; H: -4; I: 1; J: 1
> CCOc1ccc(NC(=O)CSc2nnnn2CC(=O)O)cc1
  A: 1.1; B: 7; C: 0.9; D: -5; E: 1; F: 1.2; G: 1.3; H: 4; I: -9; J: 1
> CCOc1cc(C(=O)NC(C)CC)cc(OCC)c1OCC (stereo unspecified)
  A: 0.9; B: 1; C: 1; D: -6; E: -15; F: 1; G: 1; H: 5; I: 6; J: 1

Ordered by heavy-atom count (rising): some entries from above
Abbreviations: A = Diaph act CS; B = TNAP inh hiacc; C = TNAP act hiacc; D = Lmaj promast; E = TNAP inh noacc; F = PMI act; G = PMI act satM6P; H = bIAP inhibitor; I = Diaph inh CS; J = bIAP act
> O=C(/C=C/c1cccs1)NC1CCS(=O)(=O)C1 (stereo unspecified)
  A: 0.7; B: -6; C: 1.1; D: -8; E: -12; F: 0.8; G: 0.5; H: 4; I: 26; J: 1
> O=c1[nH]c(/C=C\c2cccs2)nc(O)c1[N+](=O)[O-]
  A: 0.9; B: 4; C: 1; D: -9; E: 7; F: 1.2; G: 1.1; H: -22; I: 7; J: 1.2
> CCOC(=O)c1c(C)[nH]c(C(=O)OCCOc2ccccc2C)c1C
  A: 0.9; B: -3; C: 1; D: -2; E: -8; F: 0.8; G: 0.9; H: 14; I: 13; J: 0.9

Reprinted at random: three entries already listed, in no set order.
Abbreviations: A = Diaph act CS; B = TNAP inh hiacc; C = TNAP act hiacc; D = Lmaj promast; E = TNAP inh noacc; F = PMI act; G = PMI act satM6P; H = bIAP inhibitor; I = Diaph inh CS; J = bIAP act
> C/C(=N/Nc1ccc([N+](=O)[O-])cc1)c1ccc(C)cc1C
  A: 0.8; B: 16; C: 0.8; D: 5; E: -4; F: 0.9; G: 0.9; H: 15; I: 23; J: 0.8
> O=C(NCc1ccc(N2CCCC2=O)cc1)Nc1cccc2ccccc12
  A: 1; B: -1; C: 1; D: -5; E: -9; F: 1; G: 1; H: -7; I: 0; J: 1.1
> COCc1cc(C)nc(N2CCN(c3ccccc3)CC2)c1C#N
  A: 1; B: 1; C: 1; D: 16; E: -4; F: 0.9; G: 0.9; H: -4; I: 1; J: 1

High-throughput results deposited in PubChem BioAssay by several laboratories.
